# NPR1 activator = GC-A stimulated cGMP production enhancers – HEK293 GC-A cells, cGMP TR-FRET, EC30 ANP, primary screen. AID 1671463, 2021. 370,000 tested, 0.14% active. Atrial natriuretic peptide receptor 1 (Homo sapiens), P16066. activation, % at 10 µM. 0% at EC30 ANP, 100% saturating ANP; in the data active = activation above about 40%
# GAA850 FXN act = FXN promoter activators, primary screen, cell-based, luciferase luminescence, HEK293 lucGAA850. HEK293 lucGAA850 FXN promoter luciferase reporter, 24 h; percent of 10 µM SAHA response. activation, % at 6 µM. 360,000 tested, 0.56% active;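 active = activation above the average of all compounds screened plus 3 SD, cutoff fixed separately per campaign, cut at about 7.5% in these data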;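 also: 0% = DMSO wells and 100% = 10 µM SAHA wells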
# ADAM10 inh = human ADAM10 inhibitors, primary screen, biochemical, QFRET, HTS; 370,000 tested, 0.62% active; AID 720582, 2013; Disintegrin and metalloproteinase domain-containing protein 10 (Homo sapiens), O14672; inhibition, % at 7 µM; recombinant ADAM10, EDANS/DABCYL FRET peptide cleavage, 3 h;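 active = inhibition above a per-campaign cutoff equal to the mean of compounds falling between control-based bounds plus 3 SD, cut at about 20% in these data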;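 also: 0% = DMSO wells while the 100% control is not disclosed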
# NPR2 activator = human GC-B receptor activators, primary screen, HEK293 GC-B cells, cGMP TR-FRET, EC30 CNP; AID 1920062, 2024; activation, % at 10 µM; 370,000 tested, 0.11% active; 0% at EC30 CNP, 100% saturating CNP;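 active = activation at 10 µM reaching about 35% in either raw or pattern-adjusted values, limit read from the data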
# Target sequence (P20594 whole entry, looked up): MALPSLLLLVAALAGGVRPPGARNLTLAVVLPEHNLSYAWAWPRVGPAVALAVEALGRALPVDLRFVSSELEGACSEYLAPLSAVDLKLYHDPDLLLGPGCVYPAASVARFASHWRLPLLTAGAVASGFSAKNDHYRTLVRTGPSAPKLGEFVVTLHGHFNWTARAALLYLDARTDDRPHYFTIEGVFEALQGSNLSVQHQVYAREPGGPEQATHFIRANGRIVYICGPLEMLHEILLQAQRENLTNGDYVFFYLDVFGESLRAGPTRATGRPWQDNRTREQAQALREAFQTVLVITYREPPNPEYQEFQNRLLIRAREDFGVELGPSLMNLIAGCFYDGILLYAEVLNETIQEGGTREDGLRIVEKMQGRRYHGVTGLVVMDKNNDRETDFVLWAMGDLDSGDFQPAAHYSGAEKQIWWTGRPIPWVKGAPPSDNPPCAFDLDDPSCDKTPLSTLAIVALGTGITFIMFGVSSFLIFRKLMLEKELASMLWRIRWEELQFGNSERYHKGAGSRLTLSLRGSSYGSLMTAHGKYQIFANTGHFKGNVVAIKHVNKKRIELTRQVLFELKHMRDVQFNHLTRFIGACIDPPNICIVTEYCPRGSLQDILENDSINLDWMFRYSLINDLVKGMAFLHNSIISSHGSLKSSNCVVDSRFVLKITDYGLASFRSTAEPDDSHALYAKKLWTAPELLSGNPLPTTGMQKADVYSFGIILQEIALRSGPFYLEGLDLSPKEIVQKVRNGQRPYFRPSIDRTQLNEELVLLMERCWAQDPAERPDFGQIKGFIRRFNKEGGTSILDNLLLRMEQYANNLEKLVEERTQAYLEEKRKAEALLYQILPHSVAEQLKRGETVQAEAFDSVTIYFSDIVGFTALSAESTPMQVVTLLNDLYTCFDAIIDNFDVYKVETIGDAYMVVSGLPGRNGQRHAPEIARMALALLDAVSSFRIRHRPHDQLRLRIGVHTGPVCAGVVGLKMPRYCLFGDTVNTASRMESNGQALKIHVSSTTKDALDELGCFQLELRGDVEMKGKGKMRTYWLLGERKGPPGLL
# KLK7 zymogen act = proKLK7 zymogen activators, primary screen, biochemical, fluorescence intensity. Kallikrein-7 (Homo sapiens), P49862. purified proKLK7, EDANS-DABCYL substrate fluorescence; 100% is mature enzyme control, 0% vehicle. activation, % at 7 µM. 370,000 tested, 0.9% active;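 active = activation above the mean of all tested compounds plus 3 SD, computed per campaign excluding outliers beyond control limits, cut at about 13% in these data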
# DDE Tn6 FP inh = inhibitors of Tn6 peptide binding to fibrin DD(E), primary screen, biochemical, fluorescence polarization, human fibrin, Tn6 probe. Fibrin DD(E) TRITC-Tn6 fluorescence polarization displacement. inhibition, % at 8.3 µM. 370,000 tested, 0.21% active. AID 720509, 2013;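 active = inhibition above a per-campaign cutoff: mean of compounds within control limits plus 3 SD, cut at about 15% in these data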;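 also: 0% = median of all compound wells on the plate and 100% = blocking peptide control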
# HGIII-sPLA2 inh = human group III sPLA2 inhibitors, primary screen, biochemical, QFRET, BODIPY PC-A2 liposome substrate; Group 3 secretory phospholipase A2 (Homo sapiens), Q9NZ20; QFRET BODIPY PC-A2 liposome hydrolysis, fluorescence; inhibition, % at 12.2 µM; 370,000 tested, 0.56% active;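 active = inhibition above mean plus 3 SD of compounds lying within the high and low control bounds, cut at about 19% in these data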;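 also: 0% = median of test compound wells and 100% = no enzyme DMSO wells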
# ARFGAP1 inh = inhibitors of rat ARFGAP1 GAP activity, primary screen, biochemical, fluorescence polarization, GDP tracer; Arfgap1-stimulated ARF1 GTP hydrolysis, GDP FP detection; 360,000 tested, 0.26% active; AID 651572, 2012; ADP-ribosylation factor GTPase-activating protein 1 (Rattus norvegicus), Q62848; inhibition, % at 16.5 µM;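 active = inhibition above a per-plate limit, mean inhibition of low control wells plus 3 SD, cut at about 25% in these data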;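 also: 0% = DMSO wells with enzyme and 100% = wells lacking Arfgap1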
#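 System: truncated rat Arfgap1 GAP domain / Benchmarks: high control wells lacking Arfgap1, low control full reaction with DMSO / Times: compound-enzyme preincubation 20 min, reaction 120 min, detection 60 min, 25 °C / Repeats: one replicate per compound / Also added: human ARF1(Δ1-17)-GTP substrate / Measured by: Tracer-displacement fluorescence polarization with EDTA stop, 620/688 nm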
# ASAP1 inh = inhibitors of human ASAP1 ArfGAP activity, primary screen, biochemical, fluorescence polarization. Arf-GAP with SH3 domain, ANK repeat and PH domain-containing protein 1 (Homo sapiens), …. AID 624377, 2012. inhibition, % at 16.5 µM. ASAP1-stimulated ARF1 GTP hydrolysis, GDP FP detection. 360,000 tested, 0.19% active; in the data active = inhibition above about 25%;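 also: 0% = vehicle with enzyme and substrate and 100% = no enzyme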
# rCAG RNA binder = binders of r(CAG) RNA repeats, primary screen, biochemical, fluorescence | r(CAG) RNA repeat, TO-PRO-1 dye displacement fluorescence | inhibition, % at 3 µM | 370,000 tested, 1.3% active | AID 651821, 2012;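 active = inhibition above the plate cutoff, the mean of all test compounds on that plate plus 3 SD, cut at about 35% in these data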;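 also: 0% = DMSO alone and 100% = 100 µM mitoxantrone as full dye displacement; higher means more dye released from RNA so lower well fluorescence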
# Starred values were filed as active, the others as inactive; x = no result given.
SMILES,NPR1 activator,GAA850 FXN act,ADAM10 inh,NPR2 activator,KLK7 zymogen act,DDE Tn6 FP inh,HGIII-sPLA2 inh,ARFGAP1 inh,ASAP1 inh,rCAG RNA binder
O=S(=O)(Nc1ccccn1)c1ccc(C(F)(F)F)cc1Cl,3,-0.8,0,1,-0.5,2,-6,10,8,3
Cc1ccc(N(C)S(=O)(=O)c2cccc(C(=O)N3CCN(Cc4ccccc4)CC3)c2)cc1,0,-0.2,16,1,0.8,4,-20,-12,13,0
CCOc1cc(/C=N/O)ccc1OCc1ccccc1F,0,5.2,0,0,0.1,-5,-1,-2,7,-2
COc1cc(/C=C/C(=O)OCC(=O)NCCC2=CCCCC2)cc(OC)c1OC,-2,-0.8,-86,0,1.1,-6,-7,6,0,-1
O=C(c1ccoc1)N1CCCC(N2CCN(c3ccc(F)cc3)CC2)C1 (configuration not stated),-1,-0.9,6,1,0.2,-6,2,15,2,-8
COc1ccc([N+](=O)[O-])cc1C1NN=C(c2cccc3ccccc23)S1 (configuration not stated),-1,-0.7,-1,5,0.5,7,-6,-12,10,9
Cc1ccc2oc(C(=O)Nc3ccc(S(=O)(=O)Nc4ncccn4)cc3)c(C)c2c1,7,0.3,0,4,0.3,-3,3,9,1,2
Cc1ccc(S(=O)(=O)N2CCOCC2)cc1C(=O)N1CC(C)OC(C)C1 (configuration not stated),-1,2.4,-4,0,0.7,0,6,10,0,-2
CC(C)=CC(=O)OCC(=O)Nc1ccc(SC(F)F)cc1,4,1.4,4,1,-0.3,0,-3,7,-16,-2
C/C(=N/NC(=O)Nc1ccccc1)c1ccc(C)cc1,2,0.8,7,4,0.3,-3,-6,16,3,-2
CC(c1nccs1)N(C)C(=O)c1ccc(OC2CCN(CCc3ccccc3)CC2)cc1 (configuration not stated),2,2.1,-13,0,-0.2,-5,-12,9,8,-9
CCOC(=O)C1Cc2c([nH]c3ccccc23)CN1 (configuration not stated),2,1.9,-3,-5,1.5,-3,7,3,8,5
CCC(C)c1ccc(S(=O)(=O)N2CCN(C(=O)CN3C(=O)NC(C)(C4CC4)C3=O)CC2)cc1 (configuration not stated),3,-3.5,-3,-1,0.3,7,-15,-1,-2,2
O=S(=O)(c1ccccc1)N1CCC2(CC1)OCCN2S(=O)(=O)c1cccs1,0,-3.0,-13,-1,0.5,-2,-3,9,-10,1
COc1cccc(N2CCN(Cc3nc4scc(-c5ccccc5)c4c(=O)[nH]3)CC2)c1,-2,-2.8,0,-8,-0.5,-6,2,3,9,-3
COC(=O)c1ccc2c(=O)n(CC3CCCO3)c(SCC(=O)NCCc3ccc(S(N)(=O)=O)cc3)nc2c1 (configuration not stated),1,1.4,-11,-5,-0.3,1,0,-3,6,0
O=CN1CCN(C(=O)COc2ccc(Cl)cc2Br)CC1,4,2.8,-3,-1,-0.9,-2,2,1,-3,-6
Cc1cn([C@H]2C[C@H](O)[C@@H](/C=C/C(=O)NCCC(C)C)O2)c(=O)[nH]c1=O,5,x,3,0,-0.3,15*,-1,-2,-11,0
Cc1c(NC(=O)c2ccc(NC(=O)C3CC3)cc2)cccc1C(=O)O,2,-0.3,-6,-8,-0.3,1,8,-1,4,-1
O=C1CC(c2ccccc2Oc2cccc(Cl)c2)C(n2cncn2)C(=O)C1C1NCCc2ccccc21 (configuration not stated),-1,-0.2,23*,3,-0.1,5,-35,-3,16,13
CCCCCCc1c(C)[nH]c2nc3ccccc3n2c1=O,-1,0.8,-7,-4,-0.5,-5,5,-11,-13,3
Cc1cc(C)c(S(=O)(=O)c2ccccc2C)c(OCCO)n1,-4,1.0,-5,-2,0.1,8,0,10,-3,-6
O=C(CCc1cn2ccccc2n1)NC1CCCc2c1cnn2-c1ccccc1F (configuration not stated),-3,-0.1,-10,-2,-0.3,2,-1,-10,-3,-5
COc1ccc(CCCC(=O)Nc2ccc(F)cc2)cc1,1,1.1,0,-1,-0.3,8,0,-1,-3,0
Nc1cc(=O)nc(SCC(=O)Nc2cccc3ccccc23)n1CCc1ccccc1,-2,1.0,-45,-3,0.0,5,-2,16,5,4

# 2 compounds from above, limited to ARFGAP1 inh, DDE Tn6 FP inh and ASAP1 inh:
smiles | ARFGAP1 inh | DDE Tn6 FP inh | ASAP1 inh
COc1ccc(CCCC(=O)Nc2ccc(F)cc2)cc1 | -1 | 8 | -3
Nc1cc(=O)nc(SCC(=O)Nc2cccc3ccccc23)n1CCc1ccccc1 | 16 | 5 | 5

# (list continues)
SMILES,NPR1 activator,GAA850 FXN act,ADAM10 inh,NPR2 activator,KLK7 zymogen act,DDE Tn6 FP inh,HGIII-sPLA2 inh,ARFGAP1 inh,ASAP1 inh,rCAG RNA binder
CC(OC(=O)c1cc(S(=O)(=O)N2CCOCC2)ccc1Br)C(=O)N1CCOCC1 (configuration not stated),-3,2.0,-15,0,0.1,-5,7,-5,-5,2
CCC(=O)Nc1sc2c(c1C#N)CC(C)(CC)OC2 (configuration not stated),-4,2.0,5,1,0.2,-3,0,0,-3,-7
Cn1c(Cc2cccs2)nnc1SCC(=O)N1CCCc2ccccc21,-4,-2.5,-7,-2,-0.2,-1,6,9,1,0
O=C(Nc1ccc2c(c1)OCO2)c1ccc(NC2CC2)c([N+](=O)[O-])c1,2,0.5,3,-2,0.4,3,2,5,6,7
CCOC(=O)c1cc2c(=O)c3ccccc3oc2nc1C,4,2.0,2,-2,-0.4,4,5,3,3,0
COc1cccc(OC)c1C(=O)Nc1ccccc1N1CCCC1,-15,1.6,8,-15,0.0,3,5,4,-5,2
CC(=O)N1CCN(c2nc(-c3ccco3)c3c(c2C#N)CC(C)(C)SC3)CC1,-2,0.9,-57,-3,-0.4,-7,-7,-8,-5,17
COc1ccc(OCCCC(=O)OC(C)C(=O)Nc2ccccc2[N+](=O)[O-])cc1 (configuration not stated),1,1.3,3,-4,-0.3,14,-4,21,4,-4
CCOC(=O)c1cc2sccc2n1CCCN1C(=O)c2ccccc2C1=O,-3,-0.4,12,1,0.0,2,-11,9,-7,-4
CN(N)c1nc(-c2ccccc2)nnc1C(F)(F)F,2,0.6,8,-2,-0.1,5,-4,-9,5,0
COc1ccc2nc3c(c(-c4ccccc4)c2c1)CCC3,0,3.1,-133,-1,-1.4,5,0,0,-9,-2
Cc1ccc(C)c(NC(=O)C(OC(=O)c2cnc(C)cn2)c2ccccc2)c1 (configuration not stated),-5,-1.1,0,-1,0.1,0,1,-3,1,0
O=C(Oc1cccc([N+](=O)[O-])c1)N1CCCCC1,6,1.3,0,2,-0.5,-5,-4,5,-3,-4
Cc1ccc(S(=O)(=O)NCC(c2ccccc2)N2CCCCC2)cc1 (configuration not stated),-11,0.6,2,-5,0.4,0,-8,15,-3,-6
O=C(NCCCN1CCCC1=O)c1cccc(Oc2ccccc2)c1,6,1.2,3,-1,0.0,7,1,4,4,-6
COc1ccc(CNC(=O)CN(CCC(C)C)S(=O)(=O)c2ccc3c(c2)OCCO3)cc1,-1,3.1,1,7,-0.1,-1,-8,-3,-1,0
O=C(O)CN1C(=O)NC2NC(=O)NC21 (configuration not stated),1,-1.5,2,3,-0.1,2,7,7,-10,-4
O=C(Nc1ccc(Oc2cccnc2)cc1)C1CCN(Cc2ccccc2F)CC1,-2,1.0,6,5,0.0,-2,-5,4,-10,-5
CC(C)Cn1c2ccccc2c2cc(C(=O)O)ccc21,-4,-2.6,-17,3,-0.2,-10,-20,6,-5,13
Cc1ccc(C)c(NC(=O)COC(=O)CC2CC3CCC2C3)c1 (configuration not stated),0,-0.5,-4,0,-0.4,-8,-3,-1,1,-4
CN=C(C)/C(C(=O)OC)=C(/O)c1ccccc1F,0,-2.2,4,-7,0.5,13,-2,-5,-1,-1
CC(=O)Nc1cccc(-c2cn3ccc(C)cc3n2)c1,0,4.9,-210,-6,-0.2,-10,-1,-5,5,0
O=C(CSCc1cccc(Br)c1)N=Nc1c(O)[nH]c2ccccc12,4,1.5,5,-4,0.8,6,-9,-5,4,6
COc1ccc(C(CNC(=O)C(=O)NC2CCCCC2)N2CCN(C)CC2)cc1 (configuration not stated),2,0.6,-2,0,0.1,16*,11,-8,1,-9
Cc1cc(C)n2nc(Sc3ncccc3[N+](=O)[O-])nc2n1,1,-1.7,0,4,0.4,-1,-4,-2,10,2
Cc1ccc(CNC(=O)C2CCN(S(=O)(=O)N3CCOCC3)CC2)cc1,-1,-2.7,0,0,0.3,-8,3,-9,5,2

# 5 entries picked at random from those above, as already listed:
SMILES,NPR1 activator,GAA850 FXN act,ADAM10 inh,NPR2 activator,KLK7 zymogen act,DDE Tn6 FP inh,HGIII-sPLA2 inh,ARFGAP1 inh,ASAP1 inh,rCAG RNA binder
O=C(Oc1cccc([N+](=O)[O-])c1)N1CCCCC1,6,1.3,0,2,-0.5,-5,-4,5,-3,-4
CCOC(=O)c1cc2sccc2n1CCCN1C(=O)c2ccccc2C1=O,-3,-0.4,12,1,0.0,2,-11,9,-7,-4
Cc1ccc(C)c(NC(=O)C(OC(=O)c2cnc(C)cn2)c2ccccc2)c1 (configuration not stated),-5,-1.1,0,-1,0.1,0,1,-3,1,0
COc1ccc(C(CNC(=O)C(=O)NC2CCCCC2)N2CCN(C)CC2)cc1 (configuration not stated),2,0.6,-2,0,0.1,16*,11,-8,1,-9
CN=C(C)/C(C(=O)OC)=C(/O)c1ccccc1F,0,-2.2,4,-7,0.5,13,-2,-5,-1,-1

# Screening results deposited in PubChem BioAssay by several laboratories.

# Rows are unselected; overall some 4.5% were active at least once.
